MITF inh: inhibitors of human MITF; O75030; AlphaScreen MITF homodimerization, bead proximity signal; inhibition, % at 2.6 µM; 0.91% of 650,000 active; AID 1259374; in the data active = inhibition above about 50%;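 also: 0% = vehicle wells with protein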
GPR151 ag: human GPR151 activation; Q8TDV0; PathHunter beta-arrestin GPR151 cells, luminescence; activation, % at 11.2 µM; 1% of 650,000 active; in the data active = activation above about 4.9%;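 also: 0% = median of compound wells and 100% = cells with positive control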
Target sequence (Q8TDV0 whole entry, looked up): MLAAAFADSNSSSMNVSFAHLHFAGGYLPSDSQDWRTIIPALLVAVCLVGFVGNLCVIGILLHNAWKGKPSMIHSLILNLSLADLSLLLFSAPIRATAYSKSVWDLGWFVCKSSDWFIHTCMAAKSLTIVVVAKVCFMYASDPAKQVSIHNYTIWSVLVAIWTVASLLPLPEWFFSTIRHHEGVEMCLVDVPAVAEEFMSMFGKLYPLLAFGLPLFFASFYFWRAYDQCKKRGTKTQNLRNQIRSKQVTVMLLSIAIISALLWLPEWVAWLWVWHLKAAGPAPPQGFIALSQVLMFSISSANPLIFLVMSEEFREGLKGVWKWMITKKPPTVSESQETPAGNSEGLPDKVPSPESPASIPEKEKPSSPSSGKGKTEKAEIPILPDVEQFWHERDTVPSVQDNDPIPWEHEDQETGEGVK
TEAD-YAP block: TEAD-YAP interaction inhibition; HEK-TIYL cells, TEAD-Gal4/YAP UAS-luciferase luminescence; inhibition, % at 9.12 µM; 1.4% of 640,000 active; AID 1259422; in the data active = inhibition above about 32%;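 also: 0% = median of test compound wells and 100% = reference inhibitor wells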
FBW7 activator: human FBW7 E3 ligase activation, primary screen; AlphaScreen FBW7–phospho-cyclin E peptide binding, activator screen; normalized activity (activation), % at 26.1 µM; 0.13% of 650,000 active; in the data active = normalized activity above about 1.9%;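 also: purified mutant Fbw7 with reduced substrate affinity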
Target sequence (Q969H0 whole entry, looked up): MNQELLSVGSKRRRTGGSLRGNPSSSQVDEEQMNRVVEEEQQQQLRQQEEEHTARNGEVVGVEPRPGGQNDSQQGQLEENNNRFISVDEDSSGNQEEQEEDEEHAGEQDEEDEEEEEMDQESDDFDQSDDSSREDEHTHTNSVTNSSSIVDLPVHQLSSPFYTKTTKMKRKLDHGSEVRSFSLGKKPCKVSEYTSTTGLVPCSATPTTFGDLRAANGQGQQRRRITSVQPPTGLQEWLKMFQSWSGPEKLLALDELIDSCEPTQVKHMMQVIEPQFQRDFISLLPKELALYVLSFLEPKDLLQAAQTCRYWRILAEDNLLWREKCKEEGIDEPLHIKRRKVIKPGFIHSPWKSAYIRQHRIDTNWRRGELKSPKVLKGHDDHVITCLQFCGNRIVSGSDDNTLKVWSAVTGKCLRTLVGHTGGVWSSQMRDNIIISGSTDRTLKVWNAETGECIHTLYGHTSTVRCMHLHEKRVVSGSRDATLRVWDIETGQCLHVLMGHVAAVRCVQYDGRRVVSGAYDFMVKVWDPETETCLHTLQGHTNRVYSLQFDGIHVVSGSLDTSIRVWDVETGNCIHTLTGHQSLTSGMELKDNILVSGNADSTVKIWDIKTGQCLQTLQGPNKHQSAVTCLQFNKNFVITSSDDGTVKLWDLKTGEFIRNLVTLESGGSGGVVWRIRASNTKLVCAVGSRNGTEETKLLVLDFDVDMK
Numbers without * were called inactive.

SMILES | MITF inh | GPR151 ag | TEAD-YAP block | FBW7 activator
Cc1cc(C)c(C(=O)CC2(C(F)(F)F)NCCN2)c(=O)[nH]1 | -6.5 | -0.7 | 1.0 | -0.1
COc1ccc(Cl)cc1/C=C1/C(=O)ON=C1C | 35.1 | 0.1 | 10.4 | 0.0
CN(Cc1ccccc1)C(=S)NC(=O)c1ccccc1 | -14.3 | -0.3 | -1.0 | -0.3
O=C(NCc1nc2ccccc2[nH]1)c1ccnc(Nc2ccccc2)c1 | 8.0 | 0.1 | -19.6 | -0.2
CCC1=NN(C(=O)COc2ccccc2)C(O)(c2ccc(Br)cc2)C1 (stereo not given) | -8.0 | -0.2 | 0.4 | 0.2
CCOc1ccc(C(=O)O)cc1/C=C1\C(=O)NC(=O)N(c2ccccc2C)C1=O | 0.4 | 1.5 | 2.4 | -0.1
Cc1cc(O)c(C(C[N+](=O)[O-])c2ccc(Cl)cc2)c(=O)o1 (stereo not given) | 9.7 | -1.6 | 1.8 | -0.1
Cc1ncc(CN2CCCC(CNC(=O)c3cccc(C(F)(F)F)c3)C2)s1 (stereo not given) | -18.1 | -0.6 | 5.0 | -0.2
Cc1ccccc1C(=O)Nc1ccccc1NS(=O)(=O)c1ccc2[nH]cc(C(=O)O)c(=O)c2c1 | -0.1 | -0.7 | 20.0 | 0.1
N#C/C(=C/c1cn(CC(=O)O)c2ccccc12)C(=O)Nc1cccc(Br)c1 | -24.5 | 1.0 | -4.7 | 0.1
CCN(CC)S(=O)(=O)c1cc([N+](=O)[O-])ccc1N/N=C/c1ccc(O)c(O)c1O | -5.8 | 0.6 | 2.6 | -0.6
CCOC(=O)C1CCN(C(=O)C2CCN(Cc3cccc4ccccc34)CC2)CC1 | 39.1 | 0.8 | 2.9 | -0.1
Cc1ccccc1-n1cnc2cc(Nc3nnc(C)c4ccccc34)ccc21 | 8.6 | 0.7 | -30.4 | 0.3
Cc1ccc2c(c1)C(C)CC(C)(C)N2C(=O)CSc1nc(C)cc(C)n1 (stereo not given) | -0.8 | 0.2 | -16.2 | 0.0
COC(=O)c1ccc(/C=N/NC(=O)c2cc(-c3ccccc3)n[nH]2)cc1 | 14.2 | 0.5 | -30.7 | 0.0
O=C(Cn1nnc(-c2ccccc2NC(=O)c2cccs2)n1)Nc1ccc2c(c1)CCC2 | 14.8 | -0.3 | 16.7 | 0.1
COc1ccc(C(=O)c2cccn2C)cc1 | 16.8 | 0.0 | -18.9 | -0.2
CC(=O)Nc1ccc(Oc2c(F)c(F)nc(N3CCOCC3)c2F)cc1 | -12.7 | 2.1 | -6.8 | 0.1
Cc1ccc(S(=O)(=O)N(CC(=O)NCCO)Cc2ccccc2Cl)cc1 | 3.3 | 0.7 | 0.8 | -0.1
CCOC(=O)C(CC)Sc1nnc(NC(=O)Cc2cccs2)s1 (stereo not given) | -10.8 | -0.7 | 4.7 | 0.0
COc1ccc(C2C(C(=O)Nc3ccc(Br)cc3C)c3ccccc3C(=O)N2Cc2ccc(F)cc2)cc1 (stereo not given) | -4.9 | -1.6 | -0.7 | -0.3
CCCN(CCC)CCCNC(=O)CCNS(=O)(=O)c1ccc(Br)cc1 | 17.9 | 0.9 | 4.6 | -0.1
COC(=O)c1ccc(C(=O)OC)c(NC(=O)c2ccc(Cl)cc2[N+](=O)[O-])c1 | -3.7 | -1.1 | -2.3 | -0.4
COc1ccc(C(=O)NCN2CCOCC2)cc1OC | -4.2 | 1.3 | -1.9 | 0.0
CCN1C(=O)c2cccc3c(NC(=O)CN4C(=O)c5ccccc5C4=O)ccc1c23 | -9.7 | 1.1 | -5.3 | -0.1

Complete entries as entered above:
Results for `O=C(Cn1nnc(-c2ccccc2NC(=O)c2cccs2)n1)Nc1ccc2c(c1)CCC2` → MITF inh = 14.8; GPR151 ag = -0.3; TEAD-YAP block = 16.7; FBW7 activator = 0.1
Results for `N#C/C(=C/c1cn(CC(=O)O)c2ccccc12)C(=O)Nc1cccc(Br)c1` → MITF inh = -24.5; GPR151 ag = 1.0; TEAD-YAP block = -4.7; FBW7 activator = 0.1

Other results follow:
SMILES | MITF inh | GPR151 ag | TEAD-YAP block | FBW7 activator
Cc1csc2c(C#N)cc(NC(=O)c3cccs3)c(=O)n12 | -7.5 | -0.2 | 11.2 | -0.1
CC[C@@H](Cn1nc(-c2ccc(F)c(F)c2)ccc1=O)NC(=O)Cn1cnc2ccccc21 | 10.2 | 0.3 | -0.8 | 0.1
CCc1nnc(NC(=O)CSc2nnc(-c3cccc(C)c3)o2)s1 | -8.3 | -1.6 | -18.6 | -0.1
CCCC(=O)Oc1ccc2c(=O)c(-c3ccc(OC)c(OC)c3)c(C(F)(F)F)oc2c1 | 5.0 | -1.0 | 2.1 | -0.1
O=C(c1cccc2c1NC(c1ccc([N+](=O)[O-])cc1)C1CC=CC21)N1CCCC1 (stereo not given) | -0.7 | -1.2 | -0.5 | 0.0
Cc1ccc([N+](=O)[O-])cc1N1C(=O)c2ccncc2C1=O | 8.7 | -1.2 | 1.6 | 0.2
Cc1cc(OCC(=O)Nn2cnnc2)ccc1Cl | -7.2 | -2.5 | -1.4 | 0.0
CC(C)(C)c1ccc(/C=C2\SC(=O)N(CCN)C2=O)cc1 | 7.6 | -0.4 | -17.7 | -0.1
CCCCN(C#N)c1nc(N2CCOCC2)nc(N2CCOCC2)n1 | -3.8 | -0.9 | -8.7 | -0.2
O=C(N/N=C1\CC(=O)c2ccccc21)c1ccccc1Br | -11.3 | -0.5 | 4.8 | 0.0
CCCc1nc(SCC(=O)Nc2nnc(C)s2)c2c(C)c(C)sc2n1 | 8.8 | 0.6 | 14.4 | 0.0
Cn1c(C(=O)NCc2ccc(F)cc2)cc2c(=O)n3ccccc3nc21 | 12.8 | 0.7 | -2.2 | 0.3
C=CCn1c(SCc2ccc(Cl)c(Cl)c2)nc2sc3c(c2c1=O)CC(C)(C)OC3 | 22.8 | -0.4 | 8.0 | -0.3
COc1ccc(OCCn2cc(/C=C3/C(=N)N4N=C(COc5ccccc5)SC4=NC3=O)c3ccccc32)cc1 | 0.8 | 0.7 | 5.2 | 0.1
COc1ccc(OC)c(/C=C2\N=C(c3c(-c4ccccc4)noc3C)OC2=O)c1 | 5.6 | -0.1 | 11.1 | 0.1
COc1cccc(CNC(=O)Nc2c(F)cc(-c3cn[nH]c3)cc2N(C)C)c1 | 8.1 | -0.5 | -3.3 | -0.1
Cc1ccc(C)c2nc(SCC(=O)Nc3c[nH]c(=O)[nH]c3=O)c(C#N)cc12 | 7.9 | 0.1 | -19.6 | -0.1
O=C1c2nccnc2C(=O)N1c1ccc(Cl)c(Cl)c1 | 6.7 | -0.3 | 4.3 | 0.2
Cc1ccc(C)c(CN2C[C@@H](Sc3ccccn3)C[C@H]2C(=O)N2CCOCC2)c1 | 7.6 | -0.2 | 1.7 | 0.0
CCOC(=O)C(NC(C)=O)(Nc1ccc(Cl)c(Cl)c1)C(F)(F)F (stereo not given) | 11.1 | 2.9 | 2.9 | 0.0
CCOc1ccc(-c2ccc(OCCNC(=O)c3ccc(C)cc3)nn2)cc1 | 6.7 | -0.1 | -22.1 | 0.2
NS(=O)(=O)c1csc(C(=O)O)c1 | 3.0 | -0.4 | -8.2 | 0.0
Cc1ccc(C(=O)O)cc1-c1ccc(/C=C2/NC(=O)NC2=O)o1 | 17.3 | 1.9 | 3.7 | -0.3
CC(=O)c1ccc(N2CCN(c3ncnc4c3c(-c3ccccc3)cn4-c3ccc(Br)cc3)CC2)cc1 | -3.5 | -0.3 | -7.0 | -0.1
Cc1ccccc1OCc1nnc(SCC(=O)Nc2nc3ccccc3s2)n1C | 0.7 | 0.3 | 3.4 | 0.0

Some of the entries above, reformatted:
Compound	MITF inh	GPR151 ag	TEAD-YAP block	FBW7 activator
CCN1C(=O)c2cccc3c(NC(=O)CN4C(=O)c5ccccc5C4=O)ccc1c23	-9.7	1.1	-5.3	-0.1
CN(Cc1ccccc1)C(=S)NC(=O)c1ccccc1	-14.3	-0.3	-1.0	-0.3
CCCN(CCC)CCCNC(=O)CCNS(=O)(=O)c1ccc(Br)cc1	17.9	0.9	4.6	-0.1

(more compounds)
SMILES | MITF inh | GPR151 ag | TEAD-YAP block | FBW7 activator
CC(=O)c1ccc(NC(=O)c2c(Cl)cccc2Cl)cc1 | 1.1 | 3.2 | -9.6 | 0.0
NC(=O)C1CCN(C(=O)C2CCN(S(=O)(=O)N3CCOCC3)CC2)CC1 | -3.8 | -1.8 | -2.2 | 0.0
CCn1cc(-c2ccc3cnc(Nc4ccc(-n5cnc(N6CCOCC6)n5)cc4)nc3c2Cl)cn1 | 11.6 | 0.4 | -0.1 | 0.0
O=C(COC(=O)CC1CC2CCC1C2)Nc1ccc(I)cc1 (stereo not given) | -4.5 | 1.2 | 0.4 | -0.1
Cc1ccc(NC(=O)c2cc(Cl)ccc2[N+](=O)[O-])c(C(=O)c2ccccc2)c1 | 5.2 | 0.4 | 9.7 | 0.0
C=CCN1C(=O)/C(=C/c2ccsc2)SC1=S | -8.1 | 0.2 | -12.3 | -0.2
COc1ccc(NC(=O)c2sc3nc(C)nc(N4CCN(C)CC4)c3c2C)cc1Cl | 10.0 | 2.3 | -12.3 | -0.1
O=C(N/N=C\c1cccc(I)c1)c1ccc([N+](=O)[O-])cc1 | 0.6 | -0.7 | 3.6 | 0.0
CCOC(=O)CSc1nnc(Cn2c(=O)sc3ccccc32)n1C | 13.2 | -0.4 | 7.5 | 0.2
N#Cc1c(N)nc2c(c1-c1ccc(Cl)cc1Cl)CCCCCC2 | -8.3 | 0.7 | -3.7 | -0.1
CCCCC1=NN2C(=N)/C(=C/c3ccc(Sc4ccc(Cl)cc4)o3)C(=O)N=C2S1 | -2.6 | 0.1 | 1.8 | 0.3
Cc1ccc(C(=O)Nc2ccc(OCC(=O)O)cc2)cc1C | -3.4 | -3.9 | 31.2 | 0.1
O=C(c1cnn2c(C(F)(F)F)cc(-c3ccco3)nc12)N1CCc2ccccc2C1 | 5.7 | -1.2 | -3.4 | 0.1
CN1CCN(c2ccc(NC(=O)COc3ccccc3)cc2Cl)CC1 | 14.1 | -1.2 | -26.6 | 0.0
S=C(NCc1ccccc1)N/N=C/c1ccco1 | 7.4 | -0.2 | -4.4 | -0.1
c1ccc(CNc2nc(Nc3nccc4ccccc34)nc3c2ncn3-c2ccccc2)cc1 | -9.1 | -0.8 | -21.5 | 0.7
CC(C)N1CCN(Cc2ccc(Oc3ncccn3)cc2)CC1CCO (stereo not given) | 5.8 | 0.2 | 5.6 | 0.2
Cc1ccc(C(=O)COC(=O)c2ccccc2N2C(=O)C3C4C=CC(C4)C3C2=O)cc1C (stereo not given) | 8.2 | 0.0 | -6.1 | -0.1
N[C@@H](COc1ccc(C(=O)Nc2ccc3[nH]ncc3c2)cn1)Cc1ccccc1 | 22.9 | 0.1 | 6.7 | 0.2
COc1ccc(C2(C(=O)NCC3Cc4cc(-c5cnccn5)ccc4O3)CCCC2)cc1 (stereo not given) | -4.7 | 0.9 | -5.5 | -0.2
COc1ccc(/C(C)=N/NC(=O)C2C(=O)NCC2c2ccccc2)cc1[N+](=O)[O-] (stereo not given) | -10.7 | -0.1 | 1.8 | 0.1
CCOC(=O)C1CCN(Cn2[nH]c3nc4ccccc4n3c2=S)CC1 | 3.0 | -1.0 | -6.8 | 0.0
Cn1c(=O)[nH]c(=O)c2c1nc(N1CCCCC1)n2CCCSc1nc2ccccc2o1 | 13.3 | -0.6 | -9.5 | 0.1
CCOC(=O)C1C(c2ccc(OC)cc2OC)NC(=S)NC1(O)C(F)(F)F (stereo not given) | -10.4 | -0.2 | 6.2 | 0.0
CN(C)CCN(C(=O)c1ccco1)c1nc2c(F)cc(F)cc2s1 | -1.3 | -1.3 | -2.1 | 0.9
Next entries.
SMILES | MITF inh | GPR151 ag | TEAD-YAP block | FBW7 activator
O=C1CSC(c2cccc(Cl)c2Cl)N1c1cccc(F)c1 (stereo not given) | -3.0 | 2.4 | -14.9 | -0.2
CCOc1ccc(NC(=O)C2CC(=O)N(CC)C(=Nc3ccc(Cl)cc3)S2)cc1 (stereo not given) | 12.6 | -0.6 | 2.9 | 0.0
O=C(NCc1ccccc1)C(Cc1ccccc1)N(C(=O)c1ccccn1)c1cccnc1 (stereo not given) | -6.6 | 1.1 | 3.1 | 0.2
CCOC(=O)c1c(NC(=O)c2ccc(F)cc2)sc(C(=O)Nc2ccccc2OCC)c1C | 3.1 | 0.5 | -0.1 | 0.0
C=CCn1c(N2C(=O)CC(Cc3ccccc3)C2=O)nc2ccccc21 (stereo not given) | 19.5 | 2.3 | -5.5 | 0.8
Cc1cc(C)n2nc(C(=O)N/N=C/c3cccc(Cl)c3)nc2n1 | 9.8 | 2.0 | -6.7 | 0.3
C=CCn1c(N2CCC(C(=O)NCC(C)O)CC2)nc2ccccc21 (stereo not given) | -1.0 | 1.8 | 1.2 | 0.1
C=CCN1C(=O)NC(=O)/C(=C\c2ccc(O)cc2)C1=O | 2.9 | -0.4 | 0.7 | -0.8
Cc1ccc2c(c1)c1c3n2CCN(C(=O)c2c(-c4ccccc4Cl)noc2C)C3CCC1 (stereo not given) | -5.9 | -0.8 | -9.8 | 0.3
O=C(Nc1ccccc1[N+](=O)[O-])c1cc(S(=O)(=O)N2CCN(c3ccccc3)CC2)ccc1Cl | 10.2 | 0.1 | -5.1 | -0.5
CC(=O)N1N=C(C(F)(F)F)C2C1=NC1C=CC(Br)=CC1=C2c1ccccc1 (stereo not given) | -4.7 | 2.5 | 8.8 | 0.1
O=C(c1ccc([N+](=O)[O-])c(Br)c1)N(c1ccccn1)c1ccccn1 | 0.6 | 0.6 | 13.0 | -0.4
CC1CCc2c(sc(NC(=O)CN3C(=O)NC4(CCCCC4)C3=O)c2C(N)=O)C1 (stereo not given) | 7.2 | -0.3 | -6.4 | 0.1
COc1ccc(C(=O)O)cc1NC(=S)NC(=O)c1ccc(C)cc1 | -0.1 | -0.2 | -21.7 | -0.3
